From PubChem
Mot1-301 SUMO: SUMOylation pathway inhibition by Mot1-301 growth rescue; growth rescue, % at 18.8 µM; S. cerevisiae Mot1-301 growth rescue, ATP luminescence, 38.5C; percent above DMSO median, 100 means doubled; 1% of 320,000 active;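 active = every valid replicate shows activation above 250% relative to neutral control wells; inactive = the rest, any valid replicate at or below 250%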;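 note: OY570 slx delta 5 strain wells were the positive control but not used for scaling; some compounds called inactive have numbers as strong as hits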
HTR5A inv ag: counter-screen for OPRM1-OPRD1 inverse agonists: human HTR5A inverse agonism; HTR5A cell line, luminescence; inhibition, % at 9.3 µM; P47898; 0.083% of 340,000 active; AID 504634; in the data active = inhibition mostly above about 23%, no sharp cut-off; inactive = mostly below about 18%;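 note: 0% = cells with DMSO and 100% = no-cell wells with DMSO; some compounds called inactive have numbers as strong as hits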
Target sequence (P47898 whole entry, looked up): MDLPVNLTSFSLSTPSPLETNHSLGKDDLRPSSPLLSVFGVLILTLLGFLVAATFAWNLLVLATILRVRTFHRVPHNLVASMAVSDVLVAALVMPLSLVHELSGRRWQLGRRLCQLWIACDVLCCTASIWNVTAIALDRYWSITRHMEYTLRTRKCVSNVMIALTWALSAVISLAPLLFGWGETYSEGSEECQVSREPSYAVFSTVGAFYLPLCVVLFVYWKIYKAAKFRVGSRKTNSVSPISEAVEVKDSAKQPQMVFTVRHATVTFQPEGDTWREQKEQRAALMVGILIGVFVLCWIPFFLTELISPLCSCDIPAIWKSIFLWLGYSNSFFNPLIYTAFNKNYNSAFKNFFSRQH
DAGLB inh: blocks human DAGLB lipase activity. HEK293T DAGLB membrane lysate, EnzChek fluorogenic substrate. inhibition, % at 5.17 µM. 0.059% of 340,000 active; in the data active = inhibition above about 34%;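 note: 0% = enzyme with vehicle and 100% = wells lacking enzyme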
Ecoli viability: reduces bacterial viability in AddAB counter-screen; 0.27% of 330,000 active; AID 449728; inhibition, % at 11.9 µM; E. coli V3065 growth, OD600 absorbance, 18 h;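 active = inhibition above the campaign's mean inhibition across all tested compounds plus 3 SD, cut at about 9.9% in these data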;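 note: uninfected addAB+ strain grown without phage in ampicillin broth; 0% = DMSO wells and 100% = ciprofloxacin 0.95 µg/ml wells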
PKA-R2B act: PKA-R2B complex activation; activation, % at 11.4 µM; P22694+P31323; 0.079% of 340,000 active; PKA-R2B holoenzyme dissociation, Cy5-IP20 fluorescence polarization; R2B truncated from residue 108, S112A mutant; 0% DMSO only, 100% 113 µM cGMP;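 active = activation above a cutoff set at the mean over all compounds plus 3 SD, cut at about 18% in these data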;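 note: higher means more holoenzyme dissociation and a rise in polarization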
Target sequence (P31323 whole entry, looked up, other chains not shown, the tested form may be a part): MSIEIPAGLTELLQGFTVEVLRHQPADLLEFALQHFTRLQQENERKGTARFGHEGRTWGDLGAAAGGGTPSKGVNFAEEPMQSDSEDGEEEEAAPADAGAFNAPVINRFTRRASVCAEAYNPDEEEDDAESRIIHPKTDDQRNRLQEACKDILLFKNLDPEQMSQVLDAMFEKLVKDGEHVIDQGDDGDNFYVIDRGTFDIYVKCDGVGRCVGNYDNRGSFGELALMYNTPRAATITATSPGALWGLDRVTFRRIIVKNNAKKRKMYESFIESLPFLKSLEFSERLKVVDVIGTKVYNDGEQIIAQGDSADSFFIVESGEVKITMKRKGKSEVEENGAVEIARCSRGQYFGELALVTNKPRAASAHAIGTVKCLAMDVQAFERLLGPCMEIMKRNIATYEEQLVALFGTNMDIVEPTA
HTR5A ag ctr: activates human HTR5A in OPRM1-OPRD1 agonist counter-screen | AID 504692 | activation, % at 9.3 µM | HTR5A agonist assay, luminescence, cell-based | 0.61% of 340,000 active | P47898; in the data active = activation mostly above about 9.5%, no sharp cut-off; inactive = mostly below about 7.6%;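 note: 0% = cells with vehicle only and 100% = reference agonist; strong numbers were not always called active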
phage Ecoli inh: E. coli growth loss with phage present; growth absorbance; inhibition, % at 11.9 µM; 0.26% of 360,000 active; AID 651602; in the data active = inhibition above about 11%
AddAB inh: less growth of phage-infected E. coli with AddAB. E. coli expressing H. pylori AddAB, absorbance growth. inhibition, % at 11.9 µM. 0.29% of 330,000 active; in the data active = inhibition above about 12%;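 note: 0% = vehicle wells of infected cells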
Tat export inh: E. coli Tat transport inhibition; E. coli MC4100 TorA-mCherry Tat export, fluorescence; inhibition, % at 10 µM; 0.036% of 340,000 active; AID 488895;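 active = mean replicate inhibition at least 50% and at least half of replicates individually reaching 50%; inconclusive = only one of the two criteria met; inactive = neither criterion met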;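 note: exported cargo escapes ClpAP degradation while cytoplasmic cargo is degraded and loses fluorescence; 0% = median of neutral control wells and 100% = median of NaSCN control wells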
CDK5 inh: inhibitors of human CDK5/p35 kinase; inhibition, % at 10 µM; AID 488839; Q00535+Q15078; Recombinant CDK5/p35, ADP-Glo luminescence, 60 min; 0.01% of 330,000 active;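 active = highest replicate inhibition of at least 50% and at least 75% of replicates reaching 50%; inconclusive = only one of the two criteria met; inactive = both criteria failed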;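 note: plate controls were DMSO neutral control for no effect and GW8510 at 10 µM for full effect; many of its hits are not listed in these tables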
PKA-R1A activ: activates the PKA-R1A holoenzyme complex. 0.083% of 340,000 active. activation, % at 11.4 µM. P00514+P68181. PKA-R1A dissociation, Cy5-IP20 fluorescence polarization; scaled: DMSO 0%, 113 µM cGMP 100%;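 active = percent activation above the mean of all tested compounds plus 3 SD, cut at about 19% in these data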;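 note: higher means more PKAc released from R1A so a rise in polarization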
* marks the source's active call; other numbers are inactive results.

COc1cccc(C(=O)CSc2nc3cccnc3n2C)c1 was read as Mot1-301 SUMO 22, HTR5A inv ag -11, DAGLB inh -5, Ecoli viability -0.9, PKA-R2B act 3, HTR5A ag ctr 4, phage Ecoli inh 2.2, AddAB inh 3.4, Tat export inh -7, CDK5 inh -0.5 and PKA-R1A activ -2.
For CC(C)C(C(=O)Nc1ccccc1)N1C(=O)c2ccccc2C1=O (stereo not drawn) the results were Mot1-301 SUMO -2, HTR5A inv ag -7, DAGLB inh 0, Ecoli viability -0.2, PKA-R2B act -7, HTR5A ag ctr 3, phage Ecoli inh 1.8, AddAB inh 1.5, Tat export inh -2, CDK5 inh -0.1 and PKA-R1A activ 0.
Cc1ccccc1OCc1nc(-c2ccc(-n3cccc3)cc2)no1 was read as Mot1-301 SUMO 3, HTR5A inv ag 0, DAGLB inh -9, Ecoli viability 0.7, PKA-R2B act -1, HTR5A ag ctr 0, phage Ecoli inh 2.1, AddAB inh 2.7, Tat export inh -4, CDK5 inh 0.7 and PKA-R1A activ 5.
CCOCCCNCc1cccc(OC)c1 was read as Mot1-301 SUMO 4, HTR5A inv ag 0, DAGLB inh 2, Ecoli viability -0.6, PKA-R2B act 6, HTR5A ag ctr 3, phage Ecoli inh 0.8, AddAB inh 0.7, Tat export inh -8, CDK5 inh 2.8 and PKA-R1A activ -9.
For N/C(=N\OC(=O)Cc1cccs1)c1ccc(Cl)cc1 the results were Mot1-301 SUMO 8, HTR5A inv ag -13, DAGLB inh -17, Ecoli viability 0.5, PKA-R2B act 15, HTR5A ag ctr 5, phage Ecoli inh 1.8, AddAB inh 0.3, Tat export inh 0, CDK5 inh -0.6 and PKA-R1A activ -4.
Screening CCC(Sc1nc(C)cc(C)n1)C(=O)Nc1ccc(Cl)cn1 (stereo not drawn) returned HTR5A inv ag 17, DAGLB inh -3, Ecoli viability -2.8, PKA-R2B act -1, HTR5A ag ctr -6, phage Ecoli inh 2.5, AddAB inh -0.6, Tat export inh 21, CDK5 inh -0.4 and PKA-R1A activ -10.
For Cc1ccc(S(=O)(=O)NC(=O)NCCCN2CCOCC2)cc1 the results were Mot1-301 SUMO 5, HTR5A inv ag -25, DAGLB inh 3, Ecoli viability -5.4, PKA-R2B act 0, HTR5A ag ctr 1, phage Ecoli inh 3.4, AddAB inh 3.1, Tat export inh -4, CDK5 inh -0.2 and PKA-R1A activ 5.
CCOC(=O)c1ccc(NC(=O)C2CCN(S(=O)(=O)c3c(C)nn(C)c3C)CC2)cc1 was read as Mot1-301 SUMO -6, HTR5A inv ag -18, DAGLB inh -2, Ecoli viability 0.3, PKA-R2B act -4, HTR5A ag ctr 6, phage Ecoli inh 2.2, AddAB inh -1.1, Tat export inh -2, CDK5 inh -0.7 and PKA-R1A activ -2.
`Cc1ccc(NC(=O)CSc2nc(N)c3c4c(sc3n2)CSC(C)(C)C4)cc1` gave Mot1-301 SUMO 46, HTR5A inv ag -8, DAGLB inh -3, Ecoli viability 0.2, PKA-R2B act -5, HTR5A ag ctr 12, phage Ecoli inh 4.9, AddAB inh 4.3, Tat export inh -17, CDK5 inh -5.4 and PKA-R1A activ -7.
Cc1nn(C)cc1S(=O)(=O)N1CCN(Cc2ccc(F)cc2Cl)CC1 was read as Mot1-301 SUMO 131, HTR5A inv ag -5, DAGLB inh -3, Ecoli viability 2.4, PKA-R2B act -9, HTR5A ag ctr 2, phage Ecoli inh 0.9, AddAB inh 3.1, Tat export inh -1, CDK5 inh -1.2 and PKA-R1A activ -10.
Screening Cc1ccccc1NC(=O)CSc1nc(N)c(C#N)cc1C#N returned Mot1-301 SUMO -4, HTR5A inv ag -10, DAGLB inh 0, Ecoli viability -1.7, PKA-R2B act -18, HTR5A ag ctr 1, phage Ecoli inh 1.7, AddAB inh -0.9, Tat export inh -4, CDK5 inh 0.6 and PKA-R1A activ -12.
`Cc1ccc(-n2nnc(-c3cnc4ccccc4c3)n2)cc1` gave Mot1-301 SUMO 75, HTR5A inv ag -6, DAGLB inh -6, Ecoli viability -1.2, PKA-R2B act -4, HTR5A ag ctr 0, phage Ecoli inh 0.2, AddAB inh 1.4, Tat export inh -7, CDK5 inh 1.0 and PKA-R1A activ 2.
For COc1cc(C(=O)N/N=C(\C)c2ccc3c(c2)OCO3)cc(OC)c1OC the results were Mot1-301 SUMO -11, HTR5A inv ag -3, DAGLB inh -1, Ecoli viability -0.4, PKA-R2B act -1, HTR5A ag ctr 1, phage Ecoli inh 3.2, AddAB inh 2.9, Tat export inh -2, CDK5 inh -1.2 and PKA-R1A activ -1.
For CCC[n+]1c(C)sc2c(OC)ccc(OC)c21 the results were Mot1-301 SUMO -18, HTR5A inv ag 8, DAGLB inh -3, Ecoli viability 0.1, PKA-R2B act -2, HTR5A ag ctr -3, phage Ecoli inh 0.2, AddAB inh 1.2, Tat export inh 0, CDK5 inh -0.7 and PKA-R1A activ 6.
`CCOc1ccc(N2C(=O)C3Sc4[nH]c(=O)sc4C(/C=C/c4ccccc4)C3C2=O)cc1` (stereo not drawn) gave Mot1-301 SUMO -19, HTR5A inv ag 8, DAGLB inh 10, Ecoli viability -2.4, PKA-R2B act 1, HTR5A ag ctr -2, phage Ecoli inh 1.7, AddAB inh 2.4, Tat export inh -11, CDK5 inh 2.3 and PKA-R1A activ 11.
Screening O=C(NCCNC1CCCCC1)c1ccco1 returned Mot1-301 SUMO -11, HTR5A inv ag -7, DAGLB inh 1, Ecoli viability -1.4, PKA-R2B act 4, HTR5A ag ctr -5, phage Ecoli inh 1.5, AddAB inh 2.8, Tat export inh -3, CDK5 inh -2.6 and PKA-R1A activ -7.
For Cc1ccc(C(=O)NC(=S)Nc2cccc(-c3nc4ccccc4s3)c2)cc1 the results were Mot1-301 SUMO -6, HTR5A inv ag 11, DAGLB inh 1, Ecoli viability -0.2, PKA-R2B act 0, HTR5A ag ctr 4, phage Ecoli inh 4.0, AddAB inh 0.9, Tat export inh -7, CDK5 inh -0.4 and PKA-R1A activ 1.
Screening CCCCN(Cc1ccccc1)C(=O)C1CCN(S(=O)(=O)c2c(C)noc2C)CC1 returned Mot1-301 SUMO -7, HTR5A inv ag -7, DAGLB inh -1, Ecoli viability -0.2, PKA-R2B act -2, HTR5A ag ctr 3, phage Ecoli inh 3.3, AddAB inh 0.8, Tat export inh -7, CDK5 inh 13 and PKA-R1A activ -12.
COc1ccc(CNC(=O)CCNS(=O)(=O)c2ccc(Br)s2)cc1 was read as Mot1-301 SUMO -10, HTR5A inv ag -3, DAGLB inh 1, Ecoli viability 0.6, PKA-R2B act -3, HTR5A ag ctr -4, phage Ecoli inh 1.8, AddAB inh 3.3, Tat export inh -4, CDK5 inh -1.1 and PKA-R1A activ 6.
`CC(=O)Nc1ccc(OCC(O)CN2C(C)(C)CC(O)CC2(C)C)cc1` (stereo not drawn) gave Mot1-301 SUMO 0, HTR5A inv ag -10, DAGLB inh 3, Ecoli viability -1.6, PKA-R2B act 2, HTR5A ag ctr 2, phage Ecoli inh 2.2, AddAB inh 0.3, Tat export inh 0, CDK5 inh -1.0 and PKA-R1A activ 10.
COCCN1C=C2C(=O)C(C)(OC(=O)c3cccs3)C(=O)C=C2C=C1CCCC(=O)OC (stereo not drawn) was read as Mot1-301 SUMO 0, HTR5A inv ag 3, DAGLB inh 1, Ecoli viability 0.0, PKA-R2B act -6, HTR5A ag ctr 14*, phage Ecoli inh 1.4, AddAB inh 1.1, Tat export inh -1, CDK5 inh 0.0 and PKA-R1A activ 1.
Screening O=C(CCc1nnc2ccc(NCc3ccco3)nn12)N1CCN(c2ccccc2)CC1 returned Mot1-301 SUMO 39, HTR5A inv ag -3, DAGLB inh -3, Ecoli viability -0.8, PKA-R2B act 1, HTR5A ag ctr 5, phage Ecoli inh 1.7, AddAB inh 1.0, Tat export inh inconclusive, CDK5 inh -0.2 and PKA-R1A activ 7.
`CCN(CC)S(=O)(=O)N1CCN(S(=O)(=O)N2CCOCC2)CC1` gave Mot1-301 SUMO 310, HTR5A inv ag 12, DAGLB inh -2, Ecoli viability -0.9, PKA-R2B act 5, HTR5A ag ctr -4, phage Ecoli inh 4.3, AddAB inh 1.0, Tat export inh -5, CDK5 inh -0.2 and PKA-R1A activ 4.
CCCCOc1ccc(CSCCN)cc1Cl was read as Mot1-301 SUMO -9, HTR5A inv ag -21, DAGLB inh 2, Ecoli viability 0.6, PKA-R2B act 6, HTR5A ag ctr 8, phage Ecoli inh 2.6, AddAB inh 1.6, Tat export inh -3, CDK5 inh 1.7 and PKA-R1A activ 1.
Screening CC(C)CCNC(=O)C(c1ccco1)N(Cc1ccc(F)cc1)C(=O)c1snc(C(N)=O)c1N (stereo not drawn) returned Mot1-301 SUMO 3, HTR5A inv ag -1, DAGLB inh 5, Ecoli viability -1.4, PKA-R2B act 2, HTR5A ag ctr 5, phage Ecoli inh -0.1, AddAB inh -1.2, Tat export inh 9, CDK5 inh 1.0 and PKA-R1A activ 6.
For O=C(CCN1C(=O)C2CC=CCC2C1=O)Nc1ccc(S(=O)(=O)N2CCCCC2)cc1 (stereo not drawn) the results were HTR5A inv ag 3, DAGLB inh -2, PKA-R2B act -4, HTR5A ag ctr -1, phage Ecoli inh 1.3, Tat export inh 5, CDK5 inh 0.4 and PKA-R1A activ -8.
For Cc1ccc(C)c2nc(SCC(=O)NCc3cccs3)c(C#N)cc12 the results were Mot1-301 SUMO -13, HTR5A inv ag 11, DAGLB inh -2, Ecoli viability -0.2, PKA-R2B act -15, HTR5A ag ctr -4, phage Ecoli inh 1.2, AddAB inh 0.2, Tat export inh 1, CDK5 inh 2.9 and PKA-R1A activ -2.
COc1ccc(C(CNC(=O)c2ccc(-c3cccc(C(F)(F)F)c3)o2)N2CCOCC2)cc1 (stereo not drawn) was read as Mot1-301 SUMO 16, HTR5A inv ag 12, DAGLB inh 0, Ecoli viability 3.2, PKA-R2B act -20, HTR5A ag ctr -5, phage Ecoli inh 1.3, AddAB inh 3.1, Tat export inh 15, CDK5 inh 0.0 and PKA-R1A activ 3.
C/C(=N\Nc1nc2ccccc2[nH]1)c1ccc([N+](=O)[O-])cc1 was read as Mot1-301 SUMO -14, HTR5A inv ag 1, DAGLB inh 12, Ecoli viability 2.8, PKA-R2B act -8, HTR5A ag ctr 0, phage Ecoli inh 4.6, AddAB inh 0.3, Tat export inh -1, CDK5 inh 0.9 and PKA-R1A activ -5.
`CC(C)(C)NC(=O)COC(=O)c1nsc(Cl)c1Cl` gave Mot1-301 SUMO 212, HTR5A inv ag 12, DAGLB inh 0, Ecoli viability -1.8, PKA-R2B act -2, HTR5A ag ctr 3, phage Ecoli inh 1.6, AddAB inh 0.1, Tat export inh -2, CDK5 inh -0.1 and PKA-R1A activ 4.
